# SENP8 block-1 – SENP8 protease inhibition | AID 2540 | purified SENP8, Z-RLRGG-aminoluciferin cleavage, luminescence | inhibition, % at 10 µM | Q96LD8 | 1.2% of 330,000 active; in the data active = inhibition above about 50%
# Target sequence (Q96LD8 whole entry, looked up): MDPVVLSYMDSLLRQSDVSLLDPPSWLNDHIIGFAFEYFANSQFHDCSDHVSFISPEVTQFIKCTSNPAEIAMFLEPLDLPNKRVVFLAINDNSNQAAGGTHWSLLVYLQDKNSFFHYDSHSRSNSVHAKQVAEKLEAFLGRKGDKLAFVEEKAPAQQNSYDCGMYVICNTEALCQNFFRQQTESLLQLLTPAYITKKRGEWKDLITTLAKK
# PfGluPho inh – PfG6PD (Plasmodium falciparum) enzyme inhibition. PfGluPho enzyme, NADPH resazurin-diaphorase fluorescence. inhibition, % at 20 µM. 0.78% of 350,000 active. AID 504690;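 active = inhibition reaching at least a set limit at 20 µM in the primary screen, cut at about 59% in these data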;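 note: 0% = DMSO wells with substrate and 100% = DMSO wells lacking glucose-6-phosphate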
# NLRP3 yeast inh – inhibitors of NALP3 inflammasome in yeast; 0.39% of 330,000 active; inhibition, % at 10 µM; Yeast reconstituted NLRP3/ASC/caspase-1, beta-gal luminescence, 24 h;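 active = inhibition of 50% or more; inactive = inhibition below 50%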;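 note: plate controls were induced DMSO wells for no effect and uninduced yeast grown without galactose for full effect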
# SENP1 FRET inh – SENP1 (human) catalytic domain inhibition; Q9P0U3; recombinant SENP1 catalytic domain, CyPet-SUMO1-YPet FRET cleavage; inhibition, % at 10 µM; 0.21% of 360,000 active;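 active = inhibition at least 30% at 10 µM, raw YFP signal under a set limit, fluorescence ratio 0.5 to 1.5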;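 note: 0% = enzyme with DMSO and 100% = no enzyme wells; some results filed as inactive read as strong as hits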
#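 material = recombinant human SENP1 catalytic domain, His6-tagged | quantity = 20 pM enzyme | reagent = 25 nM SUMO1 FRET substrate | compound dosing = 10 µM single point, 0.5% DMSO | timing = 50 min enzyme reaction, room temperature, light-protected | detection = FRET, CFP and YFP emission | control set = no-enzyme low, enzyme-DMSO high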
# SENP8 block-2 – SENP8 (human) protease inhibition. recombinant SENP8, Nedd8 substrate fluorescence. inhibition, % at 20 µM. AID 602440. Q96LD8. 0.64% of 360,000 active; in the data active = inhibition mostly above about 40%, no sharp cut-off; inactive = mostly below about 27%
# SENP6 block – blocks the human protease SENP6. Q9GZR1. inhibition, % at 10 µM. 1.8% of 330,000 active. AID 2599. Recombinant SENP6 catalytic domain, aminoluciferin luminescence;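 active = inhibition above about 50% at the single tested dose, limit read from the data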;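 note: plate controls were DMSO wells with enzyme for no effect and DMSO wells lacking enzyme for full effect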
# SENP7 inh – inhibitors of human SENP7 protease; recombinant SENP7, Z-RLRGG-aminoluciferin luminescence, 40 min; 1.5% of 330,000 active; inhibition, % at 5 µM;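 active = inhibition above about 50% at the single test dose, limit read from the data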;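 note: plate controls were DMSO with enzyme for no effect and no enzyme buffer wells for full effect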
# HKDC1 inh – HKDC1 (human) hexokinase inhibition. Q2TB90. recombinant HKDC1, G6PDH/diaphorase resazurin coupled fluorescence. inhibition, % at 20 µM. 0.16% of 340,000 active;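 active = inhibition above about 35% when tested at 20 µM, limit read from the data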;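 note: plate controls were DMSO wells with enzyme for no effect and DMSO wells lacking enzyme for full effect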
# Target sequence (Q2TB90 whole entry, looked up): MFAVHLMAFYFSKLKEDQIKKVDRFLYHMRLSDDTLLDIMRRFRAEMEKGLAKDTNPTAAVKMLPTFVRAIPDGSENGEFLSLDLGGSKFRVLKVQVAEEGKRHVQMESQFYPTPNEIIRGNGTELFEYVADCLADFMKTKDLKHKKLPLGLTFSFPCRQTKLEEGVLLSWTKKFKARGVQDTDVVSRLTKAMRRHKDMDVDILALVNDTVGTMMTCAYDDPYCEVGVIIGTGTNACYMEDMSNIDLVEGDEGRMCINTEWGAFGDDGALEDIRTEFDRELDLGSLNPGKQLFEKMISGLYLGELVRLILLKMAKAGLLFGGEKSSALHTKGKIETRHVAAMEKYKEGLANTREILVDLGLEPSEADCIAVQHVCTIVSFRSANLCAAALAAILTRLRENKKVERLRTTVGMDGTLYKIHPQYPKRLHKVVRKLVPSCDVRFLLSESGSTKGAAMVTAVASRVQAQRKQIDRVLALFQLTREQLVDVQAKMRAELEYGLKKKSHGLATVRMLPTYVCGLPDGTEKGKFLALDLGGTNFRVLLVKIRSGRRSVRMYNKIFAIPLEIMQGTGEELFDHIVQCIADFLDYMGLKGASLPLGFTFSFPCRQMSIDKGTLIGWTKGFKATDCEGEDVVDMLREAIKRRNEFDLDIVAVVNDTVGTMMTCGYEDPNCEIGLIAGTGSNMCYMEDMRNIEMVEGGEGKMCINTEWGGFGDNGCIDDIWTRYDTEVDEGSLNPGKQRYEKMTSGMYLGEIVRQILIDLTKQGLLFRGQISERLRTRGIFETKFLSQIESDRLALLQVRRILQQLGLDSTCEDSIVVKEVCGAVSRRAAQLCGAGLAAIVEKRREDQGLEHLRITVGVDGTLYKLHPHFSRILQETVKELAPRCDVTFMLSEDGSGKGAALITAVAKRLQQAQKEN
#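 Assay system: in-house recombinant HK5 (HKDC1) enzyme. Input: HKDC1 at 5 µg/mL. Medium: Tris pH 8.0 buffer with MgCl2, Tween-20, BSA, BME. Dosing: single 20 µM dose. Schedule: 90 min reaction incubation at room temperature, dark. Signal: resazurin-to-resorufin fluorescence via G6PDH and diaphorase coupling, 525/613 nm. Controls: DMSO-enzyme wells negative, buffer-substituted wells positive.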
# Apaf1 inhib – inhibitors of human Apaf-1 apoptosome; O14727; reconstituted apoptosome caspase-3 activity, DEVD-Rh110 fluorescence; inhibition, % at 20 µM; 0.71% of 330,000 active; AID 489030; active = inhibition of at least 40% at 20 µM;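 note: plate controls were DMSO wells for no effect and DEVD-CHO caspase inhibitor wells for full effect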
#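 Medium: Hepes buffer, pH 7.5 / System: biochemical Apaf-1 apoptosome reconstitution / Measured by: Rh110 fluorescence, excitation 480 nm, emission 540 nm / Times: compound with Apaf-1, dATP, procaspase-3 30 min, then 50 min reaction, room temperature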
# Starred values were filed as active, the others as inactive; nt = no result given.
SMILES,SENP8 block-1,PfGluPho inh,NLRP3 yeast inh,SENP1 FRET inh,SENP8 block-2,SENP6 block,SENP7 inh,HKDC1 inh,Apaf1 inhib
COc1ccccc1CCNC(=O)Cn1ccc2cc(S(=O)(=O)N3CCCC3)ccc21,-8,-21,14,0,1,-5,-19,-7,1
CCC(=O)OCC(=O)Nc1ncc(C(F)(F)F)cc1Cl,0,-12,14,-13,4,11,-4,-4,-24
CCN(CCO)C(=O)C12CCC(C)(C(=O)C1)C2(C)C (stereo not drawn),-10,-6,2,1,10,12,-12,-11,-3
COc1cccc(CNC(=O)C2CCCN(S(=O)(=O)c3cnc[nH]3)C2)c1 (stereo not drawn),-14,-10,-3,0,8,-27,-7,-1,8
Nc1nc(/C=C/c2ccc(F)cc2)nc(-c2ccccc2O)n1,2,-10,21,0,24,4,2,-2,-4
Cc1cc(C)cc(N2C(=O)CC(N3CCOCC3)C2=O)c1 (stereo not drawn),0,-9,-17,1,14,-9,-10,-2,-3
Cc1ccc(-c2nn3cnnc3c3ccccc23)cc1C,-8,-4,4,1,3,-6,1,-2,11
CC1CCCN(C(=O)/C(=C/c2ccco2)NC(=O)c2ccccc2)C1 (stereo not drawn),0,-8,21,-6,4,-5,3,1,-7
Cc1onc(-c2ccccc2)c1CNS(=O)(=O)c1ccccc1[N+](=O)[O-],-1,-4,27,2,24,-2,-5,-5,-4
Cc1[nH]c(=O)c(C(=O)/C=C/c2ccccc2F)c2c1CCCC2,-3,25,15,-16,-70,7,-7,20,11
COc1ccc(CC(=O)NCc2ccccc2)cc1S(=O)(=O)N1CCOCC1,-3,-5,-3,2,28,7,-9,-14,5
Nc1ccc2nc(COc3ccccc3)[nH]c2c1,-2,8,17,-3,6,-6,8,0,-4
Cc1ccc2nc(COC(=O)c3ccc(Cl)nc3)cc(=O)n2c1,-21,4,-7,0,-464,-27,-5,0,9
CC(C)(C)S(=O)(=O)N1C[C@@H]2C(=CC[C@H]3C(=O)N(c4ccccc4)C(=O)[C@@H]23)[C@@H]1CCO,nt,-6,nt,-2,8,nt,nt,7,nt
CCNC(=O)NC(=O)C(C)On1nnc2ccc(S(=O)(=O)N(CC)CC)cc21 (stereo not drawn),-3,1,8,2,9,-9,0,1,-6
O=C(CN1C(=O)C2CC=CCC2C1=O)Nc1nc2ccccc2[nH]1 (stereo not drawn),1,3,2,-1,-29,-6,-6,-3,5
CC(C)=CC(=O)Nc1nc2ccc([N+](=O)[O-])cc2s1,nt,-11,nt,-8,14,nt,nt,-8,nt
COc1ccc(C2=NN(c3nc4ccccc4s3)C(=O)/C2=C\N(C)C)cc1,-8,-13,5,-1,-14,-2,8,6,8
COc1cc(C2CC(=O)c3c(ccc4ccccc34)N2)ccc1O (stereo not drawn),-9,-1,13,-2,-19,3,3,16,4
C/C(=N/NC(=O)c1cc(Cl)ccc1O)C12CC3CC(CC(C3)C1)C2,-9,50,11,0,-360,-1,-2,0,4

# Complete entries, quoted from the list. Values in the order: SENP8 block-1, PfGluPho inh, NLRP3 yeast inh, SENP1 FRET inh, SENP8 block-2, SENP6 block, SENP7 inh, HKDC1 inh, Apaf1 inhib
# Profile of COc1cc(C2CC(=O)c3c(ccc4ccccc34)N2)ccc1O (stereo not drawn) → -9, -1, 13, -2, -19, 3, 3, 16, 4
# Profile of CC1CCCN(C(=O)/C(=C/c2ccco2)NC(=O)c2ccccc2)C1 (stereo not drawn) → 0, -8, 21, -6, 4, -5, 3, 1, -7
# Profile of Cc1ccc(-c2nn3cnnc3c3ccccc23)cc1C → -8, -4, 4, 1, 3, -6, 1, -2, 11
# Profile of CCNC(=O)NC(=O)C(C)On1nnc2ccc(S(=O)(=O)N(CC)CC)cc21 (stereo not drawn) → -3, 1, 8, 2, 9, -9, 0, 1, -6
# Profile of Nc1nc(/C=C/c2ccc(F)cc2)nc(-c2ccccc2O)n1 → 2, -10, 21, 0, 24, 4, 2, -2, -4

# Next part
SMILES,SENP8 block-1,PfGluPho inh,NLRP3 yeast inh,SENP1 FRET inh,SENP8 block-2,SENP6 block,SENP7 inh,HKDC1 inh,Apaf1 inhib
c1cncc(CNc2ncnc3sc4c(c23)CCCC4)c1,7,17,12,2,10,-21,3,-4,-9
Cc1ccc(-n2ncc3c2CCCC3NC(=O)c2ccccc2N2CCOCC2)cc1C (stereo not drawn),2,4,26,2,-24,-6,8,-5,13
CCn1cc(C(=O)NCc2ccc(C)o2)c2cc(OC)c(OC)cc2c1=O,4,32,11,-3,10,-12,6,13,-1
CN(C(=O)c1ccncc1)c1nnc(-c2cccnc2)s1,-3,-4,11,0,7,-8,-6,-6,-7
CN(Cc1nc2ccccc2n1C)C(=O)c1ccco1,1,8,13,-2,2,-5,-2,-2,-4
CCCCNS(=O)(=O)c1ccc2nc(SCC(=O)N3CC(C)OC(C)C3)[nH]c2c1 (stereo not drawn),-1,-7,-2,-2,5,6,-4,-8,-2
COc1cccc(CN2CCNC(=O)C2CC(=O)NC2CCCCCCC2)c1 (stereo not drawn),-14,-14,19,-16,-70,-5,-15,-1,8
Cc1ccc(C(=O)NCC(=O)O)o1,3,-7,-2,-2,15,-21,1,-6,-5
COc1cccc(C(=O)NNS(=O)(=O)c2ccc(F)cc2)c1,-4,8,17,1,8,11,11,-8,-12
O=C(Nc1cccc(S(=O)(=O)N2CCOCC2)c1)c1cc2c(s1)CCC2,-7,0,-12,2,22,-7,2,2,-2
COC(=O)c1ccccc1NC(=O)c1cc(-c2ccc(O)cc2)on1,4,-3,-3,7,-9,17,8,-5,-2
Cn1c(=O)n(C)c2cc([N+](=O)[O-])c(N3CCN(S(=O)(=O)c4ccc5ccccc5c4)CC3)cc21,8,-16,17,1,35,-5,5,2,7
COc1ccc(Cl)cc1NC(=O)C(C)OC(=O)c1ccc(NS(=O)(=O)c2ccc3[nH]c(=O)[nH]c3c2)cc1 (stereo not drawn),-15,-17,14,5,14,-22,3,-7,15
COc1cc(C(=O)Nc2ccc(Oc3ncnc4sc(-c5ccccc5)cc34)cc2)cc(OC)c1OC,4,-11,8,0,-5,5,5,-6,-6
CCCNC(=O)c1cccc(S(=O)(=O)N2CC3(C)CC2CC(C)(C)C3)c1 (stereo not drawn),-9,11,18,2,12,-6,-6,3,-7
O=C(CCN1C(=O)c2ccccc2C1=O)Nc1cccc(F)c1,-9,8,1,1,6,-7,-24,11,-11
CC1CCN(C(=O)CN(c2ccc3c(c2)OCCO3)S(=O)(=O)c2ccccc2)CC1,9,6,12,1,4,-22,7,-1,23
COc1ccc(CONS(=O)(=O)c2ccc(NC(C)=O)cc2)cc1Cl,9,-7,-2,1,15,9,7,-3,-19
O=C(c1cc(-c2ccc3c(c2)OCO3)on1)N1CCN(c2ccc(F)cc2)CC1,-1,-15,-4,1,-1,-2,-6,9,6
CN(C)c1ncnc2c1ccn2C1OC(CO)C(O)C1O (stereo not drawn),nt,7,nt,3,12,nt,nt,-5,nt
COc1ccccc1C(=O)NNS(=O)(=O)c1ccc(F)cc1,-9,2,7,1,6,0,-9,-1,-1
COc1cc2c(cc1OC)CN(CC(=O)Nc1ccc(F)cc1)C(C(=O)O)C2 (stereo not drawn),-2,17,20,-39,-19,18,-1,-2,4
O=C(Nc1ccc(S(=O)(=O)N2CCCC2)cc1)c1ccccc1,-3,-1,11,0,0,-3,-7,-3,3
Nc1nnn(CC(=O)N/N=C/c2ccccc2)n1,-3,-23,-7,2,-8,-10,8,3,-16
O=C(O)c1ccccc1-c1ccccc1C(=O)Nc1ccc(OC(F)(F)F)cc1,19,-25,20,-3,2,9,-1,2,2
Cc1cccnc1NC(=O)c1ccc2nc(N)sc2c1,-3,25,-3,-81,-85,-20,-2,-4,1
CCN1CCN(Cc2c(O)ccc3c2O/C(=C\C=C\c2ccccc2)C3=O)CC1,-8,17,-4,-16,-367,-3,-4,4,14
CCOc1ccc(/C=N/NC(=O)c2cc3ccccc3cc2OC)cc1,14,3,21,-1,-157,-5,-12,-4,25
O=C(Nc1ccccc1O)c1ccc(Cl)cc1,0,19,43,2,19,-26,27,-5,4
CC(=O)Nc1nc(C)c(C(C)=O)s1,-8,0,5,-1,10,-5,-10,-4,-2
O=C(Nc1cccc(Cl)c1)c1ccc(OC(=S)N2CCOCC2)cc1,3,17,1,-1,10,33,79*,-7,1
Cc1ccc(N)cc1S(=O)(=O)N(C)C,-10,14,-13,0,4,-3,-12,-11,10
CCCCOC(=O)C1CCCC(C)N1 (stereo not drawn),-6,-11,-4,2,19,-21,-3,-4,-12
CCOC(=O)N/N=C/c1cc(C)n(-c2cccc3ccccc23)c1C,-6,9,2,-2,-57,-6,5,4,3
COc1ccc(/C=C/C(=O)Nc2cccc(N3CCOCC3)c2)cc1OC,2,-3,2,2,0,-5,-1,1,-7
COc1ccc(NC(=O)Cc2ccccc2F)cc1S(=O)(=O)N1CCCCC1,1,4,-11,1,15,1,-5,-5,-3
O=C(O)C1CSC(c2coc3ccccc3c2=O)N1 (stereo not drawn),-11,-2,-3,-17,-110,-15,0,-7,18
N#C/C(=C\c1cccc(Br)c1)C(=O)N1CCCCC1,4,3,60*,0,-3,5,-3,11,3
Cc1cc(NC(=O)COC(=O)c2cccc(O)c2)no1,3,-11,5,-1,-1,-11,9,10,-10
COc1cc(CNC(=O)C2CCC(=O)N(C3CCCCCC3)C2)cc(OC)c1 (stereo not drawn),1,3,13,0,3,0,-7,-5,7
Cc1ccc(NC(=O)c2ccco2)nc1,nt,4,nt,1,16,nt,nt,-5,nt
COC(=O)C1=C(C(=O)OC)C(C(=O)OC)C(C(=O)OC)C(C(=O)OC)(C(=O)OC)C(C(=O)OC)=C1C(=O)OC (stereo not drawn),nt,-4,nt,0,-2,nt,nt,-1,nt
CC(C)N=C(Nc1ccc(Cl)cc1)c1cccnc1,-14,-9,12,2,18,-4,-6,-3,-1
O=C(CNS(=O)(=O)c1ccc(Cl)cc1)OCC(=O)N1CCCc2ccccc21,4,5,13,2,13,-7,-1,-8,5
CC1NC(=O)N(C)[C@@H]2NC(=O)N(C)C(c3ccc([N+](=O)[O-])cc3)[C@@H]12 (stereo partly drawn),8,11,12,0,2,-6,2,-9,-8
CC(=O)Oc1cc2c(C(=O)NCCCN3CCOCC3)c(C)oc2c2ccccc12,-7,26,14,0,34,-2,-4,1,11
O=C(COc1ccccc1Cl)NNC(=O)c1ccc2nc[nH]c2c1,-2,-17,9,-1,-11,-9,4,4,9
O=C(O)c1ccc(N2C(=O)c3ccc(C(=O)c4cccc([N+](=O)[O-])c4)cc3C2=O)cc1,-5,-9,11,0,24,-2,-7,7,5
O=c1c2[nH]c3cccc(Cl)c3c2ncn1CCN1CCCCC1,-15,5,-8,0,-72,-7,9,2,-5
O=C(Cn1cc(C(F)(F)F)ccc1=O)N1CCc2ccccc21,6,-5,4,-1,6,-2,4,-3,-10
CC(=O)Nc1ccc(Nc2cc(C)nc(Nc3ccc(NC(C)=O)cc3)n2)cc1,5,19,20,-6,-73,7,5,-1,46*
O=[N+]([O-])c1cc2c(cc1CN1CCN(c3ccc(F)cc3)CC1)OCO2,-1,16,19,0,12,-19,3,-1,5

# High-throughput results from PubChem BioAssay.
